High-throughput results: PubChem BioAssay, National Center for Advancing Translational Sciences (NCATS)
RORg inh: ROR gamma (mouse) transcription inhibition. P51450. Drosophila S2 Gal4-RORgamma UAS-luciferase reporter, 20 h. Potency, µM (doses to about 53.6 µM), without a hit: at the highest dose activity change, negative = inhibition, actives largely listed as inhibitors. hit rate 5.4% among 310,000; further: potency means the concentration at half of the fitted maximal effect; on the % scale 0 is the no-effect control and ±100 the full control effect; nearly all actives have a fitted effect of over 60% in size
Target sequence (P51450 whole entry, looked up, the tested form may be a part): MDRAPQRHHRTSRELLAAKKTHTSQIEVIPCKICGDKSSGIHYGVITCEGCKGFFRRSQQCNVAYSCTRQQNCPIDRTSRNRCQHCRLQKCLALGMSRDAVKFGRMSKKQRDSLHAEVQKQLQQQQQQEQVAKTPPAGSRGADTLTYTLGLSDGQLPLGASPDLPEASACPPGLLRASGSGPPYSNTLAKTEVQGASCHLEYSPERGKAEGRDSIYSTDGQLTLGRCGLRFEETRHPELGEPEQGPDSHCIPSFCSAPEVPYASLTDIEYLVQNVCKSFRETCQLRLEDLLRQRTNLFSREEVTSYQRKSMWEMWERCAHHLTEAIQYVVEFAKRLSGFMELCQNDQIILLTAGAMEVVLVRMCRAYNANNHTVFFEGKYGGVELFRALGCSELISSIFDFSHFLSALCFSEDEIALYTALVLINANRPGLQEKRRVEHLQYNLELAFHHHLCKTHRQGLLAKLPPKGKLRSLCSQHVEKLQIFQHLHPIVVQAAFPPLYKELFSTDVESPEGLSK
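Luciferase reporter read in Schneider cells carrying Gal4-RORγ (mouse) and UAS-Photinus luciferase; cells given compound 1 h before 700 uM copper sulfate induction, then incubated 20 h at ambient temperature.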
NPC1 prom act: NPC1 promoter activation; hit rate 2.4% among 320,000; Huh7 NPC1 promoter luciferase reporter, 24 h; Potency, µM (titrated, usually from 9.22 µM), inactives show top-dose activation, actives largely listed as activators;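 further: potency means the concentration at half of the fitted maximal effect; % of control where 0% means no effect; nearly all actives have a fitted effect of over 60% in size; reporter is driven by a mutant NPC1 promoter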
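Luminescence read-out of NPC1 promoter-driven luciferase in stably transfected Huh7 cells; compounds delivered in DMSO and left 24 h at 37C, 5% CO2, qHTS titration format.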
VP16 counter: Gal4-VP16 reporter inhibition counter-screen; Potency, µM (titrated, usually from 53.6 µM), without a hit: at the top dose activity, negative = inhibition, hits mostly inhibitors; Drosophila S2 Gal4-VP16 UAS-luciferase, luminescence, 20 h; hit rate 3.5% among 310,000;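 further: Gal4-VP16 expression switched on by copper sulfate through the metallothionein promoter; potency means the concentration at half of the fitted maximal effect; on the % scale 0 is the no-effect control and ±100 the full control effect; nearly all actives have a fitted effect of over 50% in size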
BRCA1 expr up: BRCA1 expression activation | MCF7-BRCA1-FFLuc reporter, luminescence, 48 h; response scale: scaled: vehicle 0%, 10 µM genistein 100% | Potency, µM (series often up to 46.1 µM), for inactives: at the top dose activation, most hits filed as activators | hit rate 1.1% among 380,000; further: potency means the concentration at half of the fitted maximal effect; nearly all actives have a fitted effect of over 80% in size; some results filed as inactive show a strong effect at the top dose
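Using MCF7 cells harboring a BRCA1 firefly luciferase reporter, plated 2 h before compound pinning, the screen measured luminescence after 48 h incubation. Responses were normalized to DMSO and 10 microM genistein, then fitted for concentration-effect.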
p53 reactivation: restores transcriptional activity of mutant p53. AID 504706. hit rate 0.063% among 320,000. H1299 p53-A138V BP100-luciferase reporter, luminescence, 24 h. Potency, µM (doses to about 92.2 µM), without a hit: top-dose activity change, positive = activation, usual class: activators; further: potency means the concentration at half of the fitted maximal effect; % of control where 0% means no effect; nearly all actives have a fitted effect of over 45% in size
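p53-null H1299 cells stably carrying temperature-sensitive p53-A138V and a BP100-luciferase reporter were pinned with compounds (4-point, 1:5 series) and held 24 hrs at 37 deg C. Luminescence was read 10 min after detection reagent.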
ELG1 genotoxic: induces genotoxicity in HEK293T cells with luciferase-tagged ELG1; HEK293T ELG1-luciferase reporter, luminescence, 16 h; Potency, µM (titrated, usually from 46 µM), for inactives: top-dose activity change, positive = activation, actives largely listed as activators; hit rate 1.3% among 330,000; AID 504466; further: potency means the concentration at half of the fitted maximal effect; % of control where 0% means no effect; nearly all actives have a fitted effect of over 60% in size
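ELG1-luciferase HEK293T cells, 2,000/well; compound pinned in; 16 hr, 37 °C, 5% CO2; ONE-Glo, 30 min RT; luminescence on CCD imager.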
Menin MLL FP TR: displaces Texas Red mutant MLL peptide from human menin; O00255; Menin + Texas Red MLL mutant peptide, fluorescence polarization; Potency, µM (highest dose often 61.6 µM), for the others: at the top dose FP activity change, negative = inhibition, most hits filed as inhibitors; hit rate 0.23% among 270,000; AID 1768; active means well fitted inhibition curve with a large enough effect in the polarisation, with a control signal flat, not every such curve was filed as active; inconclusive means small, poorly fitted or top-dose-only effect, or effect the other way, or a change in a side signal; inactive means no such curve, though single readings can be large or run the other way; the % refers to the polarisation; further: potency means the concentration at half of the fitted maximal effect; % of control where 0% means no effect; many of its hits are not listed in these tables
Target sequence (O00255 whole entry, looked up): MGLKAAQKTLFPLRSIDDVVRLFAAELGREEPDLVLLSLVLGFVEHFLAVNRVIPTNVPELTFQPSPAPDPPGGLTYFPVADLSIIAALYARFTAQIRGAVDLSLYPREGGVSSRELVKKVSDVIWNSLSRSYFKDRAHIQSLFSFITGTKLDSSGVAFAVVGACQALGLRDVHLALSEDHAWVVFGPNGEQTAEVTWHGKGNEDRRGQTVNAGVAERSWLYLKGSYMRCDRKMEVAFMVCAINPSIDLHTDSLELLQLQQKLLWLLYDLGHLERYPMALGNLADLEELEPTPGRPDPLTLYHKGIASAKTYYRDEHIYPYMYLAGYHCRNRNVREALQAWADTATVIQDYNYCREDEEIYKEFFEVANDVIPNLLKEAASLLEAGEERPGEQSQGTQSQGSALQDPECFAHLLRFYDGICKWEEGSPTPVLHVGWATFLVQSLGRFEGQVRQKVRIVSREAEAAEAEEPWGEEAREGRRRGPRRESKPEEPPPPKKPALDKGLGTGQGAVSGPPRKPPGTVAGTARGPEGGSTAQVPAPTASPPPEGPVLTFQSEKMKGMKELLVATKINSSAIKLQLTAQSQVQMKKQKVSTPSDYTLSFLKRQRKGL
Rab9 prom act: activates the Rab9 promoter. Huh7 Rab9 promoter-luciferase reporter, luminescence, 24 h. Potency, µM (top dose mostly 9.22 µM), for inactives: at the top dose activation, negative = inhibition, actives largely listed as activators. hit rate 2.8% among 320,000. AID 485297; further: potency means the concentration at half of the fitted maximal effect; % of control where 0% means no effect; nearly all actives have a fitted effect of over 60% in size
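Rab9 promoter-driven luciferase in stably transfected Huh7 cells; 1500 cells/well rested 2 h, exposed to compound in DMSO for 24 h at 37 °C, 5% CO2. Luminescence read 10 min after adding luciferase reagent at ambient temperature.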
PKM2 activator: increases activity of human pyruvate kinase M2. P14618. hit rate 0.34% among 260,000. purified PKM2, Kinase-Glo ATP luminescence, activation; response scale: 0% is enzyme alone, no compound. AID 1631. Potency, µM (series often up to 57.5 µM), without a hit: at the top dose activation, actives largely listed as activators; further: potency means the concentration at half of the fitted maximal effect; on the % scale 0 is the no-effect control and ±100 the full control effect; nearly all actives have a fitted effect of over 55% in size
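Purified hPK-M2 (>95% pure) converted ADP (0.1 mM final) to ATP with 0.5 mM PEP in 50 mM imidazole pH7.2, KCl, MgCl2, Tween 20, BSA; 1 h at room temperature. ATP detected by Kinase-Glo luminescence.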
Giardia kill: kills Giardia lamblia; Giardia lamblia trophozoite viability; activity change, % at 7.66 µM, hits read low; hit rate 0.15% among 340,000; in the data active means activity change below about -80%; inconclusive means between about -30% and that limit;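 further: parasites exposed to compound for two days anaerobically before the ATP read; on the % scale 0 is the no-effect control and ±100 the full control effect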
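Trophozoites 100 cells/well + cpd; 48 hrs, 37 deg C, anaerobic. ATPLite 1-Step added, 15-30 min RT, luminescence read (ATP-based viability).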
FLuc counter: counter-screen for miR-21 project: firefly luciferase inhibitors or activators; AID 588342; hit rate 6.9% among 360,000; purified FLuc, Km substrates, luminescence inhibition; Potency, µM (doses to about 57.5 µM), without a hit: at the top dose activity change, negative = inhibition, most hits filed as inhibitors; P08659;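 further: potency means the concentration at half of the fitted maximal effect; plate controls were vehicle for no effect and reference inhibitor for full effect; nearly all actives have a fitted effect of over 55% in size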
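Biochemical qHTS of compounds, final roughly 60 µM downward over six points, against 10 nM purified firefly luciferase using Km concentrations of substrates (10 uM D-luciferin, 10 uM ATP) in Tris acetate pH 7.5 buffer; luminescence output.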
Active calls of the source: *; ? = inconclusive; / = not tested or not shown; [ ] = another dose, or the depositor's remark. Unless noted, the call rests on the fitted dose curve; in most records, active means well fitted curve in the direction sought with a large enough effect; inconclusive means small, poorly fitted or top-dose-only effect, or another doubt; inactive means no such curve, though single readings can be large; an effect the other way counts as inactive or inconclusive. This is a subset. The share of hits here may be higher or lower than overall.

SMILES	RORg inh	NPC1 prom act	VP16 counter	BRCA1 expr up	p53 reactivation	ELG1 genotoxic	Menin MLL FP TR	Rab9 prom act	PKM2 activator	Giardia kill	FLuc counter
CCc1c(C)c2cc(Cl)c(O)c(CN(C)C)c2oc1=O	-6%	-4%	7%	17%	-2%	0%	-10%	-4%	8%	-25	4%
COC(=O)C(NC(=O)c1ccco1)(Nc1nc(C)cs1)C(F)(F)F (centres undefined)	3%	-2%	0%	-12%	-7%	0%	-5%	-2%	-1%	-18	8%
Cc1cccc(NC(=O)CSc2ccc(-c3ccco3)nn2)c1C	3%	0%	-8%	-10%	2%	-1%	-6%	-3%	-2%	21	-1%
COc1ccccc1OCC(=O)NNC(=O)c1c(-c2ccccc2Cl)noc1C	-9%	-3%	2%	-24%	0%	3%	6%	-1%	-3%	-7	-14%
Cc1ccc(NNC(=O)C(=O)N2CCCCC2)cc1	?	10%	-3%	-23%	13%	5%	-16%	-1%	1%	-13	-2%
COc1cc(C(=O)OCC(=O)NC(=O)NC2CCCCC2)cc(Cl)c1OC	/	-3%	/	-11%	-2%	6%	/	-5%	/	7	8%
COc1cccc(C(=O)Nc2ccc3c(c2)CCCN3C(=O)c2cccs2)c1OC	25%	5%	-5%	8%	2%	-5%	/	14%	/	24	9.5µM*
CCOc1ncccc1C(=O)NCC1COc2ccccc2O1 (centres undefined)	33%	-3%	-16%	-7%	-4%	-6%	-1%	0%	-12%	6	-2%
CCOC(=O)C1=C(COC(=O)C2(C)CC2(Cl)Cl)NC(=O)NC1c1ccc(OC)cc1 (centres undefined)	43%	-2%	-4%	-28%	-2%	0%	7%	-1%	0%	15	3%
C/C(=N\n1cnnc1)c1ccccc1	-1%	-4%	2%	-54%	3%	2%	0%	2%	-10%	8	0%
COc1cc(C(=O)NNC(=S)NC(=O)c2ccc3c(c2)OCO3)cc(OC)c1OC	?	-1%	-10%	-49%	13%	4%	/	-4%	4%	-25	4%
Cc1cc(C)c2sc(N(CCN(C)C)C(=O)c3c(F)cccc3F)nc2c1	10%	-3%	?	-42%	1%	-7%	6%	-6%	5%	-2	1%
Cc1nn(Cc2ccccc2)c(C)c1/C=N/NC(=O)c1ccncc1	-3%	-6%	-3%	-23%	-3%	-6%	/	-3%	1%	28	-13%
Cc1cc(C)c(NC(=S)N(CCCN2CCOCC2)Cc2cccnc2)c(C)c1	1%	-2%	4%[10 µM]	-2%	-3%	1%	-10%	-2%	-1%	13	0%
CCOC(=O)c1ccccc1NC(=O)CSc1nnc(COc2ccccc2C)n1C	18%[0.365 µM]	-2%	/	-1%	-8%	-15%	-16%	-1%	0%	-10	2%
CCN(Cc1ccccc1)C(=O)c1cccc(OC2CCN(C(=O)C3CC3)CC2)c1	37%	0%	6%	-39%	-9%	-7%	/	0%	/	-11	1%
COc1cccc(Cn2cnc3c(NS(=O)(=O)c4ccc(Cl)cc4Cl)c(C)c(C)cc32)c1	?	-5%	-8%	-34%	2%	-12%	1%	0%	-3%	-8	1%
COc1cccc(CN(C)C(=O)c2ccc(OCC(=O)Nc3cccc(C(F)(F)F)c3)c(OC)c2)c1	/	-26%	/	-59%	-5%	-8%	/	-31%[inhibitor]	/	-18	3%
COc1ccc(N2CCN(C(c3cccs3)C(C)NS(=O)(=O)c3ccccc3)CC2)cc1 (centres undefined)	26%	-4%	-14%	-54%	5%	-10%	1%	-6%	-8%	11	-1%
CN(c1ccccc1C(=O)Nc1ccccc1-c1ccccc1)S(C)(=O)=O	32%	-1%	1%	2%	3%	-3%	-2%	-2%	-5%	4	-1%
Cc1ccc(C)c(OCC(=O)Nc2ccc3c(c2)OCO3)c1	-3%	19%	-16%[0.365 µM]	64%	5%	?	13%	24%	-6%	-27	?
O=C(COc1ccc(-n2cnnn2)cc1)NC(=O)NCc1ccccc1	9%	24%	0%	7%	-3%	-1%	-1%	-6%	6%	7	-1%
N#Cc1nc(COc2ccc(F)cc2)oc1N1CCCCC1	27%	-4%	-16%	2%	5%	1%	-18%	-2%	3%	16	-2%
O=C1Nc2cc(Cl)c(Cl)cc2N(O)N1c1cc(Cl)cc(Cl)c1	0%	3%	0%	0%	-7%	-1%	?	4%	0%	10	?
CC(c1nnc(SCC(=O)c2c(N)n(C3CC3)c(=O)[nH]c2=O)n1-c1ccc(F)cc1)N(C)C (centres undefined)	/	-1%	/	0%	0%	2%	/	-1%	/	-3	3%
O=C(OCC(=O)N1CCCC1)c1c2c(nc3ccccc13)CCCCC2	-16%	0%	-1%	-8%	-5%	1%	-18%	-1%	0%	?	?
O=c1c(C=Nc2ccc(Cl)cc2)c[nH]n1-c1cccc(Cl)n1	-12%	-4%	-7%	3%	13%	16%	?	2%	-6%	-6	-21%
Cc1sc2ncnc(OCC(=O)N3CCN(C(=O)c4ccco4)CC3)c2c1C	-41%	-2%	-5%	-15%	-5%	-3%	?	-2%	-3%	0	1%
O=C(CN(C(=O)CCC(=O)Nc1ccccn1)c1cccc(F)c1)NCc1ccc2c(c1)OCO2	-7%	-1%	-5%	-15%	-7%	-12%	2%	-3%	/	5	0%
S=c1[nH]nc(Nc2ccc(Cl)cc2)s1	?	14%	-9%	1%	1%	4%	/	7%	-8%	-1	?
COc1ccc(/C=C/c2nc(N)nc(-c3ccccc3O)n2)cc1	36%	-1%	-1%	-18%	9%	0%	?	0%	5%	-4	?
COCc1cc(=O)n2[nH]c(-c3ccc(C)cc3)cc2n1	3%	24%	0%	56%	11%	15µM*	2%	30%	-6%	-15	12µM*
CCn1c(=O)c2c(nc3n2CCCN3Cc2ccccc2)n(C)c1=O	14%	-3%	-7%	-14%	9%	-2%	-8%	-3%	/	50[activator]	1%
O=C(Cn1cc(C(F)(F)F)ccc1=O)N/N=C/c1cccc(Cl)c1	-7%	-4%	-20%	-8%	-2%	-1%	14%	-5%	-2%	-14	2%
COc1ccccc1N1CCN(C(=O)CCS(=O)(=O)c2ccc3c(c2)NC(=O)C(C)S3)CC1 (centres undefined)	?	-1%	-26%	-34%	-5%	-7%	3%	-10%	0%	13	0%
O=C(O)c1cccc(-n2cccc2/C=C2/SC(=O)N(CC(=O)N3CCCC3)C2=O)c1	-19%	-8%	10%	1%	3%	-2%	5%	3%	/	4	1%
COC(=O)c1ccc(N/N=C/c2cc([N+](=O)[O-])cc(OC)c2O)cc1	2%	6%	0%	38%	-1%	10%	?	-2%	-1%	1	?
CCOc1ccc(NC(=O)CSc2nnc(-c3ccccn3)n2C)cc1	16%	-3%	-1%	11%	-4%	-2%	-7%	0%	-3%	1	-13%
O=C(Nc1ccccc1)N(Cc1ccc(Cl)cc1)CC(O)C(F)(F)F (centres undefined)	-18%	-3%	?	-4%	3%	-5%	16%	7%	0%	2	2%
Cc1ccc(OCC(=O)N2CCCCCCC2)cc1C	22%	17%	2%	42%	/	10%	-9%	?	-4%	-6	?
CCOc1ccc(NS(=O)(=O)c2ccc(C(=O)NCCN3CCOCC3)cc2)cc1	/	1%	/	-5%	-1%	-2%	/	-5%	/	10	2%
CC1(C)NC(=O)N(CC(O)COc2cc3ccccc3cc2C(=O)N2CCCCC2)C1=O (centres undefined)	0%	3%	6%	-7%	-3%	0%	-19%	-6%	0%	1	7%
COc1ccc(Cc2nnc(NC(=O)c3ccco3)s2)cc1	6%	10%	-14%	75%	15%	11%	16%	22%	-2%	13	?
O=C(CN1C(=O)C2CC=CCC2C1=O)N1CCN(c2ccc([N+](=O)[O-])cc2)CC1 (centres undefined)	?	-7%	-9%	-27%	-3%	-8%	/	0%	0%	-1	-1%
COc1ccc(S(=O)(=O)NCc2cccnc2)cc1NC(=O)c1ccccc1	4%	0%	-2%	-27%	-3%	-3%	2%	-5%	-1%	-16	-3%
CC1=C(C(=O)OC(C)(C)C)C(c2ccc3ccccc3c2)NC(=O)N1C (centres undefined)	19%	-7%	12%	-32%	1%	-2%	?	-3%	/	-12	0%
COc1cccc(C(CC(=O)O)NS(=O)(=O)c2ccc3c(c2)N(C(C)=O)CC(C)O3)c1 (centres undefined)	-21%	-5%	-3%	34%	7%	0%[9.26 µM]	-4%	0%	/	20	-2%
Nc1nc(CSc2nnnn2-c2ccc(Cl)cc2)nc(N2CCOCC2)n1	-1%	-5%	-8%	0%	17%	1%	?	0%	0%	-17	1%
COc1ccc(-n2c(N)cc(=O)nc2SCC(=O)N2CCN(c3ccccc3)CC2)cc1	7%	1%	-2%	-25%	-5%	3%	3%	-3%	0%	16	3%
